FXIa_single_inh: inhibitors of human coagulation factor XIa; AID 687; inhibition, % at 10 µM; purified human FXIa, fluorogenic AMC substrate cleavage; 0.3% of 33,000 active; P03951;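 active = inhibition above 40% in the primary screen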;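 note: 0% = enzyme without compound and 100% = blank wells lacking enzyme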
FXIIa_inh: inhibitors of human coagulation factor XIIa | inhibition, % at 10 µM | 0.2% of 33,000 active | purified human FXIIa, AMC substrate fluorescence, 2 h | AID 701; in the data active = inhibition above about 30%;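 note: 0% = enzyme with vehicle only and 100% = no enzyme blank; many of its hits are not listed in these tables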
Target sequence (P00748 20-372 limits assumed): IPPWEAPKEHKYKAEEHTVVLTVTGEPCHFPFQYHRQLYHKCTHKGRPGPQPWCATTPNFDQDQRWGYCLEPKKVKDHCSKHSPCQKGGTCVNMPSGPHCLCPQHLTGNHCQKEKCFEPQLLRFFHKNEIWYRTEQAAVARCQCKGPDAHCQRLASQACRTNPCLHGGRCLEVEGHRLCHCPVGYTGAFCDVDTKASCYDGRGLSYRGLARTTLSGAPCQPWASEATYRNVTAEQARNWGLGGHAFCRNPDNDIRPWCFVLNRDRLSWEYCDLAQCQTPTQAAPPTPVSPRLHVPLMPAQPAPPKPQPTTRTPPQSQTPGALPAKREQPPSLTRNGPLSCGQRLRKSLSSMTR
Target sequence (P00748 373-615 limits assumed): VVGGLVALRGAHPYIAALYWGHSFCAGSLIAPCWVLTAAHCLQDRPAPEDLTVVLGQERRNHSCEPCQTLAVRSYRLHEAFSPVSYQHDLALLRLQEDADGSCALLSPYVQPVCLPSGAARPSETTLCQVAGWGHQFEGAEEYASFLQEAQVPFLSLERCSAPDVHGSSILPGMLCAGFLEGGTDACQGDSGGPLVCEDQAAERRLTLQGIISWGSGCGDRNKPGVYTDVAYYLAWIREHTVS
Active calls of the source: *. The list is partial; count on the stated rates, not on these rows.

SMILES FXIa_single_inh FXIIa_inh
O=C(O)C(=O)/C(=C\c1ccccc1)c1ccc2ccccc2n1 -7 -2
Cc1ccc(-c2noc(-c3ccccc3C(=O)N3CCOCC3)n2)cc1 6 5
O=C(CN1CCC(NC(=O)c2cccc(F)c2)CC1)NCc1ccccc1F 2 4
Clc1ccc(Cn2ncc3c(N4CCCCC4)ncnc32)cc1 7 5
CC(C)c1ccc(-c2nc(N3CCCCCC3)nc3n[nH]c(N)c23)cc1 -2 -3
CCc1oc(C(=O)O)cc1CN(CC)CC 5 2
Cc1nnc(SCC(=O)NCc2ccco2)n1-c1ccccc1 -6 1
CC(C)N(C(=O)CN(C#N)c1nc(N(C)C)nc(N(C)C)n1)c1ccccc1 4 -14
COC(=O)[C@H](C)NC(=O)Nc1ccc(C)c(C)c1 -2 12
Cc1ccccc1Cn1c(=O)n(CCC(=O)NCc2ccc3c(c2)OCO3)c(=O)c2ccccc21 3 8
N#C/C(=C(\O)CCl)c1nnc2n1CCCCC2 -3 1
COc1ccc(-c2nc3cnccn3c2Nc2ccc(C)cc2)cc1 -5 -23

Part of the list above in order of length of the SMILES, descending:
SMILES FXIa_single_inh FXIIa_inh
CC(C)N(C(=O)CN(C#N)c1nc(N(C)C)nc(N(C)C)n1)c1ccccc1 4 -14
O=C(CN1CCC(NC(=O)c2cccc(F)c2)CC1)NCc1ccccc1F 2 4
O=C(O)C(=O)/C(=C\c1ccccc1)c1ccc2ccccc2n1 -7 -2
COc1ccc(-c2nc3cnccn3c2Nc2ccc(C)cc2)cc1 -5 -23
COC(=O)[C@H](C)NC(=O)Nc1ccc(C)c(C)c1 -2 12
Cc1nnc(SCC(=O)NCc2ccco2)n1-c1ccccc1 -6 1
